High-throughput results (PubChem BioAssay)
ATXN viability: Viability Counterscreen for Primary qHTS for Inhibitors of ATXN expression. S2 cells (HEK-293 line with an ATXN2-luciferase reporter) viability, CellTiter-Fluor protease fluorescence, 24 h. Potency, µM (doses to about 56.7 µM), hits mostly cytotoxic. 0.49% of 400,000 active; also: nearly all actives have a fitted effect of over 40% in size
MCF10A rereplic: A quantitative high throughput screen for small molecules that induce DNA re-replication in MCF 10a normal breast cells; MCF 10A DNA re-replication, Hoechst nuclear intensity, 48 h; Potency, µM (series often up to 46.1 µM), without a hit: at the highest dose activity, positive = re-replication, most hits filed as activators; 2.9% of 350,000 active; AID 624296, 2012; also: % of control where 0% means no effect; nearly all actives have a fitted effect of over 50% in size
ATXN2 expr inh: Primary qHTS for Inhibitors of ATXN expression. HEK-293 ATXN2-luciferase reporter, luminescence, 24 h. Potency, µM (top dose mostly 57 µM), inactives show at the top dose activity change, negative = inhibition, usual class: inhibitors. 0.72% of 360,000 active. AID 1745845, 2022; also: % is scaled to controls: 0 for no effect and ±100 for the full control effect; nearly all actives have a fitted effect of over 55% in size
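qHTS (up to 57 uM final) was run with 24 h compound exposure of reporter cells at 37 °C. Each well was multiplexed: SteadyGlo luminescence measured ATXN2-luciferase expression after a fluorogenic Gly-Phe-AFC viability readout (25 uM final).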
The depositor's hits bear a star; i = inactive. Calls follow the shape of the dose curve; as a rule, active = well fitted curve in the direction sought with a large enough effect; inconclusive = small, poorly fitted or top-dose-only effect, or another doubt; inactive = no such curve, though single readings can be large; an effect the other way counts as inactive or inconclusive. Potency is read from the fitted curve at half-maximal effect. Not all compounds are listed, so the mix of outcomes need not match the whole.

SMILES | ATXN viability | MCF10A rereplic | ATXN2 expr inh
CCC1C(=O)OCC1Cc1cncn1C (stereo not given) | i | 1% | 13%
